NCI-60 one-dose screen, 48 h, at 10 µM unless noted. Numbers give growth in % (100 = growth as untreated, 0 = no growth, -100 = all killed).
HCC-2998: HCC-2998 colon cancer; 4.7% of 79,000 active; AID 1794799
HCT-116: HCT-116 colon cancer | 7.3% of 82,000 active | AID 1794798
KM12: KM12 colon cancer cells; 5% of 82,000 active
U251: U251 CNS tumor cells | 5.4% of 80,000 active
SNB-75: SNB-75 CNS cancer | 5% of 79,000 active | AID 1794750
SNB-19: SNB-19 CNS cancer cells; 2.5% of 81,000 active; AID 1794751
SF-539: SF-539 CNS cancer; 6.8% of 81,000 active; AID 1794752
SF-268: SF-268 CNS cancer cells; 3.1% of 82,000 active; AID 1794759
SF-295: SF-295 CNS cancer cells; 5.6% of 79,000 active; AID 1794758
* hit, by the source's call; . = no result given; & = joins results of further samples; [ ] = remark or other dose. How the source made its calls: active means growth percent below 10; inactive means the rest.

SMILES	HCC-2998	HCT-116	KM12	U251	SNB-75	SNB-19	SF-539	SF-268	SF-295
ClC(Cl)(Cl)c1cccc(C(Cl)(Cl)Cl)c1	99	94	103	89	90	96	97	97	101
O=C(N/N=C\c1ccccc1)c1ccc2nc(-c3ccc([N+](=O)[O-])cc3)[nH]c2c1	103	107	101	107	104	107	100	99	113
CC(C)(C)c1ccc(S(N)(=O)=O)cc1	98	101	105	104	82	102	91	105	100
O=C1/C(=C/C2C=Nc3ccccc32)SC(c2ccc(Cl)cc2Cl)N1n1cnnc1 (centres undefined)	105	86	98	99	69	98	95	96	100
O=C(CN1CCOCC1)n1c(-c2ccccc2)nc2ccccc21	103	105	100	.	74	97	98	98	100
COc1ccc(NC(=O)COc2ccccc2[C@H]2c3sc(=O)[nH]c3S[C@H](C)[C@H]2C(=O)N2N=C(c3ccc(OC)cc3)CC2c2ccc3ccccc3c2)cc1 (some centres undefined)	112	85	90	82	76	92	95	87	95
C1CSCN1	93	103	100	102	92	101	106	100	113
COc1ccc(OC)c(-c2nc(SCC(=O)c3ccc(Br)cc3)nc(Nc3cccc(S(N)(=O)=O)c3)c2C#N)c1	100	72	88	81	77	84	84	76	87
CC(=O)Oc1ccccc1C(=O)Oc1ccc(C(=O)/C=C/c2ccccc2)cc1	115	107	105	114	106	100	106	116	105
CN(C)c1ccc(C(=O)Oc2ccc([N+](=O)[O-])cc2)cc1	95	101	109	90	77	95	106	106	111
O=C(O)C1=CC2C=C(Cl)C=CC2OC1=O (centres undefined)	105	108	110	99	73	103	109	113	117
O=C(c1ccccc1)n1cc(-c2nc3ccccc3s2)c2cccnc21	112	112	95	102	99	115	105	96	113
COc1ccccc1-c1c(-c2ccccc2)c[nH]c1C(=O)NCCO	101	102	120	95	106	100	93	96	101
O=C(C1CN(c2cccc(Cl)c2)N(c2cccc(Cl)c2)C1=O)N1CCCCC1 (centres undefined)	92	62	84	90	86	101	92	82	88
Cc1ccc([N+]2=NOC(=O)C2S(=O)(=O)Nc2nc3cc(C)ccc3s2)cc1 (centres undefined)	.	106	84	98	90	94	95	100	.
Nc1ncnc2c1ncn2[C@@H]1C=C[C@H](CO)[C@H]1CO	106	100	93	95	90	95	99	104	94
O=C(CCl)NC(Cc1c[nH]c2ccccc12)C(=O)O (centres undefined)	106&121	95&99	100&107	98&109	67&88	93&116	97&101	101&104	97&102
Nc1ccc(S(=O)(=O)Nc2cc(-c3ccccc3)[nH]c2-c2ccccc2)cc1	.	96	100	93	94	104	112	104	108
Cc1nc2ccc(Nc3nc(NCCN)nc(N4CCOCC4)n3)cc2n1Cc1ccccc1	109	90	105	92	108	96	101	96	96
CNc1ccc(-c2cc(=O)oc3ccc(Cl)cc23)cc1	32	10	15	8.9*	41	23	-3.0*	28	18
CCN(CC)c1ccc(/C=N\Nc2ccc([N+](=O)[O-])cn2)cc1	119	96	100	102	101	99	102	113	103
COc1cc(OC)c(S(N)(=O)=O)cc1C(C)=O	106	114	104	105	130	101	101	104	100
N#C/C(=C\c1ccc(-c2ccc(Br)cc2)o1)c1nc(-c2ccco2)cs1	34	96	59	94	79	93	91	101	91
CCCCCCc1cc(O)cc(O)c1	88	80	85	85	77	89	85	74	88
O=C(Nc1cccc(Cl)c1)Nc1nccs1	90	94	81	94	92	83	88	107	98

Some of the entries so far, in CSV form.
SMILES,HCC-2998,HCT-116,KM12,U251,SNB-75,SNB-19,SF-539,SF-268,SF-295
ClC(Cl)(Cl)c1cccc(C(Cl)(Cl)Cl)c1,99,94,103,89,90,96,97,97,101
O=C(N/N=C\c1ccccc1)c1ccc2nc(-c3ccc([N+](=O)[O-])cc3)[nH]c2c1,103,107,101,107,104,107,100,99,113
CC(C)(C)c1ccc(S(N)(=O)=O)cc1,98,101,105,104,82,102,91,105,100
O=C1/C(=C/C2C=Nc3ccccc32)SC(c2ccc(Cl)cc2Cl)N1n1cnnc1 (centres undefined),105,86,98,99,69,98,95,96,100
O=C(CN1CCOCC1)n1c(-c2ccccc2)nc2ccccc21,103,105,100,.,74,97,98,98,100
COc1ccc(NC(=O)COc2ccccc2[C@H]2c3sc(=O)[nH]c3S[C@H](C)[C@H]2C(=O)N2N=C(c3ccc(OC)cc3)CC2c2ccc3ccccc3c2)cc1 (some centres undefined),112,85,90,82,76,92,95,87,95
C1CSCN1,93,103,100,102,92,101,106,100,113
COc1ccc(OC)c(-c2nc(SCC(=O)c3ccc(Br)cc3)nc(Nc3cccc(S(N)(=O)=O)c3)c2C#N)c1,100,72,88,81,77,84,84,76,87
CC(=O)Oc1ccccc1C(=O)Oc1ccc(C(=O)/C=C/c2ccccc2)cc1,115,107,105,114,106,100,106,116,105
CN(C)c1ccc(C(=O)Oc2ccc([N+](=O)[O-])cc2)cc1,95,101,109,90,77,95,106,106,111
O=C(O)C1=CC2C=C(Cl)C=CC2OC1=O (centres undefined),105,108,110,99,73,103,109,113,117
O=C(c1ccccc1)n1cc(-c2nc3ccccc3s2)c2cccnc21,112,112,95,102,99,115,105,96,113
COc1ccccc1-c1c(-c2ccccc2)c[nH]c1C(=O)NCCO,101,102,120,95,106,100,93,96,101
O=C(C1CN(c2cccc(Cl)c2)N(c2cccc(Cl)c2)C1=O)N1CCCCC1 (centres undefined),92,62,84,90,86,101,92,82,88
Cc1ccc([N+]2=NOC(=O)C2S(=O)(=O)Nc2nc3cc(C)ccc3s2)cc1 (centres undefined),.,106,84,98,90,94,95,100,.
Nc1ncnc2c1ncn2[C@@H]1C=C[C@H](CO)[C@H]1CO,106,100,93,95,90,95,99,104,94
O=C(CCl)NC(Cc1c[nH]c2ccccc12)C(=O)O (centres undefined),106&121,95&99,100&107,98&109,67&88,93&116,97&101,101&104,97&102
Nc1ccc(S(=O)(=O)Nc2cc(-c3ccccc3)[nH]c2-c2ccccc2)cc1,.,96,100,93,94,104,112,104,108
Cc1nc2ccc(Nc3nc(NCCN)nc(N4CCOCC4)n3)cc2n1Cc1ccccc1,109,90,105,92,108,96,101,96,96

(more compounds)
SMILES	HCC-2998	HCT-116	KM12	U251	SNB-75	SNB-19	SF-539	SF-268	SF-295
CO[C@]1(CO)O[C@@H](n2ccc(=O)[nH]c2=O)[C@H](F)[C@@H]1O	106	92	95	89	74	96	88	92	94
CN(C)CCC=C1c2ccccc2-c2ccccc21	99	102	98	95	87	94	97	94	97
Clc1ccc(-c2nnc(-c3ccc4c(c3)nc(-c3ccccc3)n4C3CCCCC3)o2)cc1	101	63	74	87	104	86	92	87	78
COC(=O)[C@@H](NC(=O)[C@@H](OC)[C@@H]1Cc2cc3cc(OC4CC(OC5CC(O)C(O)C(C)O5)C(O)C(C)O4)c(C)c(O)c3c(O)c2C(=O)[C@H]1OC1CC(OC2CC(OC3CC(C)(O)C(O)C(C)O3)C(O)C(C)O2)C(O)C(C)O1)C(C)C (some centres undefined)	11	4.8*	4.6*	-28*	-24*	8.4*	-22*	6.3*	-33*
O=[N+]([O-])c1cccc(-c2nnc3c(/C=C/c4ccc(Br)cc4)nc4ccccc4n23)c1	113	102	99	92	83	100	108	94	123
CCNC(=O)N1CCc2cc(OC)c(OCCc3ccc(OC)c(N)c3)cc2C1c1ccc(C)cc1C (centres undefined)	21	9.8*	13	18	42	30	14	26	16
O=C(N/N=C/c1cccc([N+](=O)[O-])c1)c1ccccc1	112	112	98	95	98	103	104	107	.
O=C(OCC(O)COC(=O)c1cccnc1)c1cccnc1	101	109	114	115	84	102	98	125	108
c1ccc(CC(NCCNC(Cc2ccccc2)c2ccccc2)c2ccccc2)cc1 (centres undefined)	3.3*	-25*	16	13	63	44	32	43	2.1*
O=C(Nc1cc(Cl)ccc1Cl)Nc1ccc(Cl)cc1C(=O)c1ccccc1	65	43	50	77	87	.	77	70	48
C1=CN2CC(c3ccccc3)=NNC2c2ccccc21 (centres undefined)	.	86	99	103	38	105	93	106	104
COc1cc(Br)c(-c2nc(-c3ccccc3)c(-c3ccccc3)n2Cc2ccccc2)cc1OC	68	30	50	64	87	67	76	68	34
O=C1/C(=C/c2ccc(-c3cccc([N+](=O)[O-])c3)o2)SC(=S)N1Cc1ccc2c(c1)OCO2	114	108	112	101	96	104	102	100	104
O=C1c2ccccc2C(=O)C1(O)C1(O)C(=O)c2ccccc2C1=O	621	111	111	94	80	99	105	110	108
Oc1nc(Nc2ccc(Cl)cc2)sc1C=Nc1ccc(Cl)cc1	107	93	95	100	97	106	99	102	95
CC(C)=CCOc1cc(NC(=S)c2ccoc2C)ccc1Cl	.	58	65	68	51	84	71	78	71
COc1ccc([N+](=O)[O-])cc1NS(=O)(=O)c1ccc(C)cc1	104	99	100	97	77	103	94	103	98
CSc1ccc(Br)cc1	101	95	108	111	94	100	103	85	98
CCOC(=O)/C(C#N)=C\c1ccco1	95	92	116	104	.	105	107	104	109
N#CSCc1c(Cl)c(Cl)c(CSC#N)c(Cl)c1Cl	92	93	105	109	77	97	96	101	99
COc1ccc(OC)c(NCC(=O)n2nc(/C=C\c3ccc(O)c(OC)c3)cc2/C=C\c2ccc(O)c(OC)c2)c1	18	.	11	4.6*	26	17	0.2*	23	24
COc1ccc(/C=C/C(=N)/C=C2/C(=O)Nc3cc(Br)ccc32)cc1	122[2.05 µM]	105[2.05 µM]	101[2.05 µM]	99[2.05 µM]	93[2.05 µM]	104[2.05 µM]	98[2.05 µM]	98[2.05 µM]	106[2.05 µM]
COc1ccc(C(=O)C[n+]2ccc(/C=C/c3ccncc3)cc2)cc1	94	72	101	85	79	86	95	90	103
C1CN(CCN2CCOCC2)CCO1	100&97	103&102	97&111	102	100&89	100&97	108&99	99&107	113&101
O=C(CSc1nc2ccccc2[nH]1)Nc1ccc(Br)cc1	103	101	88	89	67	89	92	80	100

(more compounds)
SMILES	HCC-2998	HCT-116	KM12	U251	SNB-75	SNB-19	SF-539	SF-268	SF-295
O=Cc1cc(Cl)cc(Cl)c1O	103	104	108	97	71	105	96	103	113
C[N+](C)=Cc1c[nH]c2c1ccc1ccccc12	115	95	98	91	96	99	94	103	104
COc1cccc(/C=C2/Sc3scc(-c4ccccc4)[n+]3C2=O)c1O	98	93	96	96	91	97	102	102	111
CC1(C)O[C@@H]2CC3C4CCC5=CC(=O)C=C[C@]5(C)C4[C@@H](O)C[C@]3(C)[C@]2(C(=O)CO)O1 (some centres undefined)	105	117	106	104	114	100	89	104	117
O=c1cc(SCc2ccccc2)nc[nH]1	112	104	95	107	94	107	108	106	100
O=c1sc2ccccc2n1CCCl	100	98	110	97	93	114	101	113	109
CCSc1ccc2c(c1)N(CCCN1CCN(C)CC1)c1ccccc1S2	13	22	4.7*	36	28	69	63	56	35
CC1=CC(=O)C2=C(C)CC(OS(=O)(=O)c3ccc(C)cc3)[C@@H]3[C@H](OC(=O)[C@@H]3C)[C@@H]12 (some centres undefined)	104	77	95	91	103	98	100	99	100
Cc1cccc(N=NC(=S)NNc2cccc(C)c2)c1	104	109	124	114	89	106	108	135	104
O=C(/C=C/c1ccccc1)C/C(=N/O)C(=O)NO	118	118	116	105	164	103	94	122	102
CCOC(=O)c1onc(-c2no[n+]([O-])c2C)c1C(=O)OCC	103	103	103	102	75	98	89	97	99
COc1ccc(Cn2cc(C(=O)N=Nc3c(O)[nH]c4ccccc34)nn2)cc1	110	109	101	92	95	98	108	101	103
CCCCn1c(-c2ccc(-c3nc(-c4ccc5ccccc5c4)no3)cc2)nc(-c2ccccc2)c1-c1ccccc1	103	102	110	103	101	95	100	105	99
COc1ccc(-c2cc(-c3ccc(Oc4ccnc5cc(Cl)ccc45)c(OC)c3)c3c(=O)[nH]c(N)nc3n2)cc1	111	97	100	93	77	95	107	96	97
COc1c2occc2c(OC)c2c(=O)c(C3=NN(C(C)=O)C(c4ccc(F)cc4)C3)c(C)oc12 (centres undefined)	102	100	104	91	.	90	94	101	103
O=C1CCCc2cc(OCCCC(=O)NC3CCCCC3)ccc2N1	117	105	110	101	105	95	104	101	101
COc1ccc(/C=C/C(=O)c2ccc(NC(=O)CSc3nnc(-c4ccc(-c5nc6ccc(Cl)cc6[nH]5)cc4)o3)cc2)cc1	105	35	96	100	101	100	97	97	100
CCOC(=O)c1ccc(NC(=O)NCn2c(=O)[nH]c3ccccc3c2=O)cc1	107	106	86	81	116	85	95	135	95
COc1ccc(/C=C2\C(=O)N(c3nc(-c4c(O)cc(C)oc4=O)cs3)N=C2C)cc1OC	103	103	102	96	94	91	97	92	102
O=C(c1nc2ccccc2[nH]1)C1C(c2cccc(F)c2)C2CC3CCCCC3N2[C@@]12C(=O)Nc1cc(Cl)ccc12 (some centres undefined)	33	24	42	41	36	45	45	54	22
CN(C)C(=S)Nc1ccc(S(=O)(=O)N2CCCCC2)cc1	.	108	104	102	114	106	100	109	104

Profiles, quoted from the list. Order of screens: HCC-2998 | HCT-116 | KM12 | U251 | SNB-75 | SNB-19 | SF-539 | SF-268 | SF-295
Profile of C1CN(CCN2CCOCC2)CCO1 → 100&97 | 103&102 | 97&111 | 102 | 100&89 | 100&97 | 108&99 | 99&107 | 113&101
Profile of CCN(CC)c1ccc(/C=N\Nc2ccc([N+](=O)[O-])cn2)cc1 → 119 | 96 | 100 | 102 | 101 | 99 | 102 | 113 | 103
